AmpC inh no detg = qHTS Inhibitors of AmpC Beta-Lactamase (assay without detergent) | Potency, µM (series often up to 57.1 µM), for inactives: at the top dose activity change, negative = inhibition, actives largely listed as inhibitors | hit rate 0.52% among 330,000 | AmpC nitrocefin hydrolysis, absorbance 480 nm, 0.0001% Triton;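 note: potency is the fitted concentration of half-maximal effect; plate controls were no compound for no effect and no enzyme for full effect; nearly all actives have a fitted effect of over 20% in size; some results filed as inactive show a strong effect at the top dose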
Target sequence (P00811 whole entry, looked up): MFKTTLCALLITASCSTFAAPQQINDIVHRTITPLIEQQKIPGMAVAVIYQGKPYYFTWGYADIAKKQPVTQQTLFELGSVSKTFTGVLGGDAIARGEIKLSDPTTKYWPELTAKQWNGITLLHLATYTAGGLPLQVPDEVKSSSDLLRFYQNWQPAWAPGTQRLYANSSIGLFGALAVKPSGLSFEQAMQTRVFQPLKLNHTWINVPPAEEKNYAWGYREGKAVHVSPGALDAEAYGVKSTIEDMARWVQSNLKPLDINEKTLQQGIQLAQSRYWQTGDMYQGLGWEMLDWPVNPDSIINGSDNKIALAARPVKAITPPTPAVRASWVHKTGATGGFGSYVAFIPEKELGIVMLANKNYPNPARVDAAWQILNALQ
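20 mM phosphate pH 7.0 + 0.01% (detergent screen) or 0.0001% Triton X-100; 5.3 nM AmpC reagent; cpd preinc 15 min RT; nitrocefin (800 uM stock) to start; A480 q20 s × 4 min; Activity was normalised to no-enzyme and no-compound control wells.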
HCMV inh = qHTS Assay for inhibitors of the human cytomegalovirus (HCMV) | HFF cells, HCMV-luciferase reporter, 72 h; active compounds read low | activity change, negative = inhibition, % at 57.5 µM | hit rate 4.5% among 410,000; in the data active = activity change below about -60%; inconclusive = no clear call, values can overlap the other calls; inactive = above about -39%; note: % is set by controls: 0 for no effect and ±100 for the full control effect
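Compounds were evaluated in HFFs infected with an HCMV luciferase reporter virus (MOI 1 PFU/cell). Luciferase in lysates collected 72 h post infection served as the replication measure.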
Shiga inhibitor = A qHTS for Small Molecule Inhibitors of Shiga Toxin | Vero cells, Shiga toxin protein synthesis inhibition reporter | inhibition, % at 38.7 µM | hit rate 9.2% among 290,000; in the data active = inhibition mostly above about 28%, no sharp cut-off; inactive = mostly below about 43%; note: 0% is about no effect
FBPA Giardia inh = qHTS Assay for Inhibitors of Fructose-1,6-bisphosphate Aldolase from Giardia Lamblia. A8B2U2. Potency, µM (doses to about 59.6 µM), inactives show at the top dose activity, negative = inhibition, actives largely listed as inhibitors. hit rate 0.71% among 290,000. purified Giardia FBPA. AID 2451, 2010; note: potency is the fitted concentration of half-maximal effect; % is set by controls: 0 for no effect and ±100 for the full control effect; nearly all actives have a fitted effect of over 55% in size
Target sequence (A8B2U2 whole entry, looked up): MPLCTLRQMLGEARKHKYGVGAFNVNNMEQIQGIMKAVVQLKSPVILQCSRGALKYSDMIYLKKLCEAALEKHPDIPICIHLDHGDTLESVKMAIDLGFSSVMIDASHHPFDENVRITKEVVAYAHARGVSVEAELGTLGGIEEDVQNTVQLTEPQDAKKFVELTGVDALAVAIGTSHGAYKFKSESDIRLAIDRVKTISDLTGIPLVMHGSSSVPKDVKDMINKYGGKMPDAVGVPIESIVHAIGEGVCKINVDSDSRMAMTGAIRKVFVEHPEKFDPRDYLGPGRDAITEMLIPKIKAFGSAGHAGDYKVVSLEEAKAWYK
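40 nM FBPA preincubated 10 min at RT with compound (up to 57.5 uM final), then substrate plus GAPDH/TPI/NAD/arsenate coupling and diaphorase/resazurin added. Fluorescence read after 20 min at RT, 525/598 nm.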
CHX counter = Cycloheximide Counterscreen for Small Molecule Inhibitors of Shiga Toxin; max response, %; hit rate 12% among 300,000; cell reporter, cycloheximide protein synthesis inhibition counterscreen; AID 2314, 2010; in the data active = max response mostly above about 13%, no sharp cut-off; inactive = mostly below about 14%; note: read at 38.3 µM for the half of the compounds with a filed dose; 0% is about no effect
AmpC inh detg = qHTS Inhibitors of AmpC Beta-Lactamase (assay with detergent). P00811. AmpC hydrolysis of nitrocefin, absorbance 480 nm, 0.01% Triton. Potency, µM (doses to about 114 µM), for inactives: top-dose activity change, negative = inhibition, most hits filed as inhibitors. AID 485294, 2010. hit rate 0.041% among 370,000;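 note: potency is the fitted concentration of half-maximal effect; 0% = no-compound wells and -100% = no-enzyme wells; nearly all actives have a fitted effect of over 25% in size; some results filed as inactive show a strong effect at the top dose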
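AmpC (5.3 nM in the dispensed reagent) in 20 mM phosphate pH 7.0 with 0.01% (detergent screen) or 0.0001% Triton X-100 was preincubated with compounds for 15 min at room temperature. Nitrocefin was then added from an 800 uM solution, and hydrolysis was followed at 480 nm.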
AMA1 RON2 block = qHTS for Inhibitors of AMA1-RON; Towards Development of Antimalarial Drug Lead: Primary Screen. Plasmodium falciparum AMA1 (3D7) - RON2 peptide interaction. AlphaScreen AMA1-biotinylated RON2 peptide binding. Potency, µM (top dose mostly 58.2 µM), for the others: at the top dose activity change, negative = inhibition, usual class: inhibitors. hit rate 0.2% among 360,000;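 note: potency is the fitted concentration of half-maximal effect; 0% = vehicle wells and -100% = peptide control; nearly all actives have a fitted effect of over 45% in size; some results filed as inactive show a strong effect at the top dose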
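AMA1 (3D7) with his tag at 25 nM final met compounds first, then biotinylated RON2 peptide at 25 nM; detection used donor plus acceptor beads, 10 µg/mL apiece, read by AlphaScreen after 30 min at room temperature.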
Numbers without * were called inactive; ? = inconclusive; . = no result given; & = joins results of further samples; [ ] = another dose, or the depositor's remark. Unless noted, calls come from the whole dose curve; as a rule, active = well fitted curve in the direction sought with a large enough effect; inconclusive = small, poorly fitted or top-dose-only effect, or another doubt; inactive = no such curve, though single readings can be large; an effect the other way counts as inactive or inconclusive.

No.	Molecule	AmpC inh no detg	HCMV inh	Shiga inhibitor	FBPA Giardia inh	CHX counter	AmpC inh detg	AMA1 RON2 block
1	CN1CCN(C(=O)C2=C[C@H](C3CCCCC3)C[C@H](OCc3ccc(CO)cc3)O2)CC1	199%[activator]	-29	-9	1%	1	10%	3%
2	O=C(NCCn1cccn1)c1ccc(OC2CCN(C(=O)C3CC3)CC2)cc1	0%	44	51	0%	8	-1%	13%
3	CC(CNC(=O)CCn1ccc2cc(S(=O)(=O)N3CCCC3)ccc21)c1ccccc1 (stereo unspecified)	26%	49	-3	8%	-3	-9%	24%
4	CCOC(=O)c1ccc(NS(=O)(=O)c2cc3c(cc2C)NC(=O)CO3)cc1	-28%	-5	16	.	-1	0%	4%
5	CCOC(=O)c1ccc(NC(=S)NCCc2ccccc2)cc1	-23%	14	-19	-1%	1	4%	-29%
6	COCCN(CCOC)C(=S)Nc1ccccc1Cl	-5%[11.4 µM]	-22	4	3%	9	6%	2%
7	CNc1nnc(SCC(=O)c2c(N)n(C3CC3)c(=O)[nH]c2=O)s1	-3%	-1	.	.	.	-19%	-5%
8	CCCCN1C(=O)C(=O)N(CC(=O)Nc2cc(OCC)c(N3CCOCC3)cc2OCC)C1=O	13%	45	-5	-6%	-2	-3%	-17%

(cont.)
No.	Molecule	AmpC inh no detg	HCMV inh	Shiga inhibitor	FBPA Giardia inh	CHX counter	AmpC inh detg	AMA1 RON2 block
9	CN(C(=O)COc1coc(CN2CCN(c3ccccc3)CC2)cc1=O)c1ccccc1	34%	-16	.	.	.	-4%	9%
10	CCc1nnc(NC(=O)c2cc(-c3ccccc3)nn2-c2ccccc2)s1	-27%	31	-18	-1%	-4	6%	71%[activator]
11	Cc1ccc(NS(=O)(=O)c2ccc(C(=O)N3CC(C)OC(C)C3)cc2)cc1 (stereo unspecified)	-31%	-21	-24	.	-1	4%	-6%
12	CCCN(C(=O)/C=C/c1ccco1)c1c(N)n(Cc2ccccc2)c(=O)[nH]c1=O	-7%	55	-8	3%	1	4%	3%
13	CN(CC(=O)Nc1cccc(F)c1)C(=O)c1ccccc1CCc1ccccc1	-3%	-33	.	.	.	-14%	-13%
14	CNC(=S)NNC(=O)CNc1ccc(C)c(Cl)c1	-28%	?	3	-12%	2	1%	89%[activator]
15	O=[N+]([O-])c1ccc(C2=NN(CCO)C(=Nc3ccc(OC(F)(F)F)cc3)SC2)cc1	-18%	21	-2	-6%	-3	-4%	-18%
16	COc1ccc(NC(=O)CCN2CCN(C/C=C/c3ccccc3)CC2)cc1	72%[activator]	-12	-6	10%	-2	-15%	-8%

(continued)
No.	Molecule	AmpC inh no detg	HCMV inh	Shiga inhibitor	FBPA Giardia inh	CHX counter	AmpC inh detg	AMA1 RON2 block
17	CCOC(=O)c1cnc2c(cnn2C)c1NCCC#N	2%	25	-4	-1%	6	-6%	17%
18	CN(c1ccc(C(=O)NCc2cccnc2)cc1)S(C)(=O)=O	-9%	-27	-3	-1%	-2	?	0%
19	COCCn1c(C)cc(C(=O)CSc2nncn2-c2ccccc2)c1C	4%	7	26	-1%	12	-15%	-13%
20	COCCn1c(N)c(N(Cc2ccccc2)C(=O)COc2ccc(F)cc2Cl)c(=O)[nH]c1=O	?	-18	.	.	.	?	4%
21	CCN(CC)S(=O)(=O)c1ccc(NC(=O)Cn2cnc3ccccc3c2=O)cc1	-5%	-7	-10	0%	1	2%	-2%
22	Cc1cc2oc(=O)cc(CN3CCOCC3)c2cc1C(C)C	43%	28	-1	7%	-4	-1%	-3%
23	CSc1nnc(-c2ccc(Br)s2)n1C	-24%	6	69*	17%	47*	5%	0%
24	CCO[C@H]1OC(C(=O)N2CCN(Cc3ccc4c(c3)OCO4)CC2)=C[C@@H](C2CC2)[C@@H]1CCCO	148%[activator]	-26	-2	7%	0	-7%	4%

The list continues.
No.	Molecule	AmpC inh no detg	HCMV inh	Shiga inhibitor	FBPA Giardia inh	CHX counter	AmpC inh detg	AMA1 RON2 block
25	Cc1cc(C(=O)Nc2c(C)n(C)n(-c3ccccc3)c2=O)c(C)o1	0.16µM*	15	1	0%	-2	3%	1%
26	COc1cccc(C(C(=O)NC2CCCCC2)N(Cc2ccco2)C(=O)c2ccccn2)c1 (stereo unspecified)	37%	?	4	.	-3	1%	-1%
27	C(=NCCCN1CCOCC1)c1ccc2c(c1)OCO2	-10%	-1	-12	-7%	-3	-12%	-3%
28	COc1ccc(/C=C(\C#N)C(=O)ONC2=NCCCCC2)cc1	-22%	170	21	?	9	9%	54%[activator]
29	CC(=O)Nc1cccc(NC(=O)CCNC(=O)c2ccc(Cl)cc2)c1	-16%	15	-14	7%	-9	-4%	0%
30	O=C1c2ccccc2NC(c2cccc(O)c2)N1c1ccccc1 (stereo unspecified)	-19%	32	-5	15%	-4	-7%	16%
31	O=C(CCSc1ccccc1)NC(=O)COC(=O)C1CCCCC1	-20%	-11	-8	-5%	4	?	23%
32	COc1ccccc1/C=C/C(C)=O	-6%	?	1	1%	-1	-10%	-12%

Other records
No.	Molecule	AmpC inh no detg	HCMV inh	Shiga inhibitor	FBPA Giardia inh	CHX counter	AmpC inh detg	AMA1 RON2 block
33	S=C1NC2=C(C(c3ccc(Br)cc3)N1)N1CCC2CC1 (stereo unspecified)	-46%	-20	-11	5%	-1	-15%	-9%
34	CCCOC(=O)COc1cc(C)cc2oc(=O)c3c(c12)CCC3	-6%	-19	-5	1%	-3	?	13%
35	CN(C(=O)c1c(Br)cnn1C)C12CC3CC(CC(C3)C1)C2	71%[activator]	-33	-16	6%	-5	-9%	.
36	Cc1nc2ccc(NC(=O)c3ccc(Cl)nc3)cc2s1	-21%	0	24	-7%	18*	-3%	10%
37	COc1ccc2nc(NC(=O)c3ccccc3C(=O)O)sc2c1	-11%	45	-4	5%	9	3%	43%[activator]
38	CCC(CC)C(=O)c1c[nH]c(C(=O)NCCOC)c1	-20%	-36	5	-1%	-4	2%	34%[activator]
39	CC1(c2ccc(OC(F)F)cc2)NC(=O)N(CC(=O)Nc2cccnc2Cl)C1=O (stereo unspecified)	-11%	18	.	.	.	?	3%
40	COc1ccc(N(CCC(=O)O)S(=O)(=O)c2ccc(C)cc2C)cc1	-19%	-11	14	19%	-1	2%	7%

Continued, starting with the last 6 of the part before.
No.	Molecule	AmpC inh no detg	HCMV inh	Shiga inhibitor	FBPA Giardia inh	CHX counter	AmpC inh detg	AMA1 RON2 block
35	CN(C(=O)c1c(Br)cnn1C)C12CC3CC(CC(C3)C1)C2	71%[activator]	-33	-16	6%	-5	-9%	.
36	Cc1nc2ccc(NC(=O)c3ccc(Cl)nc3)cc2s1	-21%	0	24	-7%	18*	-3%	10%
37	COc1ccc2nc(NC(=O)c3ccccc3C(=O)O)sc2c1	-11%	45	-4	5%	9	3%	43%[activator]
38	CCC(CC)C(=O)c1c[nH]c(C(=O)NCCOC)c1	-20%	-36	5	-1%	-4	2%	34%[activator]
39	CC1(c2ccc(OC(F)F)cc2)NC(=O)N(CC(=O)Nc2cccnc2Cl)C1=O (stereo unspecified)	-11%	18	.	.	.	?	3%
40	COc1ccc(N(CCC(=O)O)S(=O)(=O)c2ccc(C)cc2C)cc1	-19%	-11	14	19%	-1	2%	7%
41	COc1cc(OC)cc(-c2cc(N3C(=O)Nc4ccccc4N3O)n[nH]2)c1	-21%	?	-7	1%	-1	-5%	-7%
42	CN(Cc1ccc(Cl)cc1)C(=O)c1ccccc1SCC(=O)N1CCCC1	34%	-4	.	.	.	-14%	-9%
43	Cc1noc(C)c1NC(=O)N(C)C[C@H]1Oc2ccc(NC(=O)C3CCCCC3)cc2C(=O)N([C@H](C)CO)C[C@@H]1C	-20%	0	.	.	.	.	-2%
44	COC(=O)CSc1ccc(-c2nc3ccc(C)cc3[nH]2)cn1	-34%	-9	13	-21%	20*	-4%	-9%
45	COc1cccc(N2CCN(C(=O)c3ccc(CS(=O)c4ccc(C)cc4)o3)CC2)c1 (stereo unspecified)	116%[activator]	?	-15	.	-5	0%	?
46	CCCCN(C(=O)C(CCSC)N1C(=O)c2ccccc2C1=O)c1c(N)n(CCC)c(=O)[nH]c1=O (stereo unspecified)	-12%	-4	.	.	.	?	-17%
47	Cc1csc(CNc2ncnc3ccc(-c4ccccc4Cl)cc23)c1	-33%&-22%	1	.	.	.	?	.
48	Cc1ccnc(NC(=O)CCC(=O)N(CC(=O)NCCc2ccccc2)c2ccccc2F)c1	26%	-4	-7	.	-12	4%	8%

(next part)
No.	Molecule	AmpC inh no detg	HCMV inh	Shiga inhibitor	FBPA Giardia inh	CHX counter	AmpC inh detg	AMA1 RON2 block
49	Cc1ccccc1NC(=O)C(C)OC(=O)C1CC(=O)N(Cc2ccco2)C1 (stereo unspecified)	-14%	-102*	.	.	.	-8%	-7%
50	CC(Oc1cc2oc(=O)c3c(c2cc1Cl)CCC3)C(=O)NCC1CCC(C(=O)O)CC1 (stereo unspecified)	-3%	-31	-7	.	-3	2%	-1%
51	COc1ccc(C(=O)Oc2ccc3c(c2)OCO3)cc1OC	1%	-5	75*	6%	30*	?	2%
52	CCc1cccc(C)c1NC(=S)NCc1ccc2[nH]c(C)cc2c1	?	22	-2	-3%	-3	-5%	32%[activator]
53	COc1cccc(CCc2nnc(CCC(=O)N3CCN(Cc4ccccn4)CC3)o2)c1	76%[activator]	-1	4	5.6µM*	-2	12%	36%[activator]
54	CCc1ccc(C(=O)NNC(=O)C2CCN(c3ncnc4sc(C)c(C)c34)CC2)cc1	5%	-65*	.	.	.	?	49%[activator]
55	CCCCCSc1ncccc1C(=O)O	0%	24	28	9%	-1	1%	-16%
56	CC(C)N(C#N)c1nc(N2CCOCC2)nc(N2CCOCC2)n1	-4%	-10	-8	6%	-6	?	1%
57	CN(C)S(=O)(=O)c1ccc(NC(=O)c2c(F)cccc2Cl)cc1	-29%	-22	-13	-8%	-3	-6%	-2%
58	CSCCC(NC(=O)COc1ccccc1)C(=O)N1CCCC(C)C1 (stereo unspecified)	31%	-37	7	-9%	10	2%	-12%
59	S=C(NCCN1CCOCC1)NC1CCCCC1	-18%	21	-29	-4%	-1	12%	3%

Random excerpt: 2 records from the list, in no set order.
No.	Molecule	AmpC inh no detg	HCMV inh	Shiga inhibitor	FBPA Giardia inh	CHX counter	AmpC inh detg	AMA1 RON2 block
52	CCc1cccc(C)c1NC(=S)NCc1ccc2[nH]c(C)cc2c1	?	22	-2	-3%	-3	-5%	32%[activator]
49	Cc1ccccc1NC(=O)C(C)OC(=O)C1CC(=O)N(Cc2ccco2)C1 (stereo unspecified)	-14%	-102*	.	.	.	-8%	-7%
